Bioassay records as filed in PubChem BioAssay.
Bim-Bcl-B: human Bim-Bcl-B interaction inhibition; Q9HD36; bead-based flow cytometry, Bim peptide-Bcl-B binding; inhibition, % at 10 µM; 190,000 tested, 0.073% active;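 note: 0% = tracer peptide without compound and 100% = reference inhibitor peptide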
Target sequence (Q9HD36 whole entry, looked up): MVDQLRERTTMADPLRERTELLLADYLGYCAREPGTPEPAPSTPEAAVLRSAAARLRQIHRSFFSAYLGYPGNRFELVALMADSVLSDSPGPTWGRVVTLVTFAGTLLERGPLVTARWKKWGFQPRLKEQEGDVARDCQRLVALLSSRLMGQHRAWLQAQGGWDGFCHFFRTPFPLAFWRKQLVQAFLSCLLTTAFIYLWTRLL
Bim-Bcl-XL: human Bim-Bcl-XL interaction inhibition; Q07817; Bim peptide-Bcl-XL binding, bead flow cytometry, fluorescence; inhibition, % at 10 µM; 190,000 tested, 0.04% active; AID 1007
Target sequence (Q07817 whole entry, looked up): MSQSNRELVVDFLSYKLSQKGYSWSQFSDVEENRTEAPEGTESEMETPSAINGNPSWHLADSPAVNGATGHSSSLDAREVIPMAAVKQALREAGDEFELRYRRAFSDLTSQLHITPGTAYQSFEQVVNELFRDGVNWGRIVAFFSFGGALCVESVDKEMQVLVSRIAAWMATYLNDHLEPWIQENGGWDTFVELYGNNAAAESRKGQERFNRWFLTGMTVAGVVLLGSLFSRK
RGS8-Gao reg: regulators of human RGS8-Galphao interaction; 220,000 tested, 0.34% active; multiplexed bead flow cytometry, RGS8-Galphao binding; actives lie on both sides; response (percent of control binding), % at 10 µM; in the data active = response below about 60% or above about 140%; inactive = in between;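 note: Galphao activated as the GDP aluminium fluoride complex binding bead-coupled RGS8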
RGS4-Gao reg: human RGS4-Galphao interaction regulation. Multiplexed bead flow cytometry, RGS4-Galphao binding; actives lie on both sides. AID 1415. binding response (% of control), % at 10 µM. 220,000 tested, 0.33% active; in the data active = binding response below about 49% or above about 150%; inactive = in between;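 note: fluorescent Galphao activated with aluminum fluoride binding bead-coupled RGS4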
ABCB1 block: blocks JC-1 efflux by human ABCB1 transporter. 190,000 tested, 0.067% active. AID 1326. P08183. CCRF-Adr cells, flow cytometry. inhibition, % at 6.6 µM; in the data active = inhibition above about 40%;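 note: 0% = vehicle and 100% = reference inhibitor; higher value means more JC-1 retained so stronger ABCB1 efflux block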
RGS7-Gao reg: regulators of human RGS7-Galphao interaction. 220,000 tested, 0.35% active. binding response (% of control), % at 10 µM. Multiplexed bead flow cytometry, RGS7-Galphao binding; actives lie on both sides. AID 1439; in the data active = binding response below about 49% or above about 150%; inconclusive = no clear call, values can overlap the other calls; inactive = in between;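 note: fluorescent Galphao held in activated GDP-AlF4 state binding bead-coupled RGS7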
ABCG2 inh: human ABCG2 inhibition, ABCB1 as counter-screen; Q9UNQ0; IgMXP3 cells, JC-1 efflux, flow cytometry; inhibition, % at 6.6 µM; 190,000 tested, 0.1% active; AID 1325;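 active = inhibition above 80%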;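 note: 0% = DMSO and 100% = nicardipine control wells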
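Times: 10 min at 25 °C | Test system: Two drug-resistant human cell lines, ABCG2 and ABCB1 | Quantity: 3 million cells/mL final, two lines in 1:1 ratio | Signal: Flow cytometry, 530 nm JC-1 signal | Dosing: Compound at 6.6 µM | Controls: Nicardipine and DMSO wells | Reagent: JC-1 as fluorescent efflux pump substrate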
Bim-Bcl-W: inhibitors of Bim-Bcl-W interaction, human | Q92843 | bead-based flow cytometry, Bim peptide-Bcl-W binding | inhibition, % at 10 µM | 190,000 tested, 0.02% active;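 note: 0% = bound tracer without compound and 100% = peptide blocker; higher means less fluorescent Bim peptide bound to Bcl-W beads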
Target sequence (Q92843 whole entry, looked up): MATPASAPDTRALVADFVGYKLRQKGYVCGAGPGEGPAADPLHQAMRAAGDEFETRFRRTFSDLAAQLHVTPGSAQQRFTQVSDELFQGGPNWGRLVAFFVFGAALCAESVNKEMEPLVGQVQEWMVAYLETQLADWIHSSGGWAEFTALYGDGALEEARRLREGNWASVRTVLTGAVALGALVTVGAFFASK
Bim-Bfl-1: human Bim-Bfl-1 interaction inhibition | inhibition, % at 10 µM | Bead-based flow cytometry, Bim-Bfl-1 binding inhibition | 190,000 tested, 0.12% active | AID 1008;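 note: 0% = wells without compound plus tracer and 100% = blocker peptide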
Bim-Bcl-2: inhibitors of Bim-Bcl-2 interaction, human. P10415. Bead-based flow cytometry, Bim peptide-Bcl-2 binding. inhibition, % at 10 µM. 190,000 tested, 0.06% active; in the data active = inhibition above about 40%; inconclusive = no clear call, values can overlap the other calls;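 note: 0% = no compound wells with probe peptide and 100% = reference peptide inhibitor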
Bim-Mcl-1: human Bim-Mcl-1 interaction inhibition; Q07820; Bead-based flow cytometry, Bim peptide-Mcl-1 binding; inhibition, % at 10 µM; 190,000 tested, 0.1% active; AID 1009;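 note: 0% = no compound tracer wells and 100% = peptide blocker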
Target sequence (Q07820 whole entry, looked up): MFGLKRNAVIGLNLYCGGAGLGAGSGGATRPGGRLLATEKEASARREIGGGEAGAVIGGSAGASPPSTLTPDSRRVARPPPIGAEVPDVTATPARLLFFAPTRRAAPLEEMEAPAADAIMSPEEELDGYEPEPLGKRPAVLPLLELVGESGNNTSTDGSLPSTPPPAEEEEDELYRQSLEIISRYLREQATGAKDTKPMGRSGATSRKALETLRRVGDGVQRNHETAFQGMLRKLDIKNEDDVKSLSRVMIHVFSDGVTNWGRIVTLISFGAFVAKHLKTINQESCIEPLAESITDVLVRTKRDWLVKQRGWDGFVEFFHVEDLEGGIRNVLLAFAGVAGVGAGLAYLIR
* hit, by the source's call; ? = inconclusive. Cut-off read from the data, not from the text of the source, unless noted: active = inhibition above about 40%.

The line under a structure holds: Bim-Bcl-B	Bim-Bcl-XL	RGS8-Gao reg	RGS4-Gao reg	ABCB1 block	RGS7-Gao reg	ABCG2 inh	Bim-Bcl-W	Bim-Bfl-1	Bim-Bcl-2	Bim-Mcl-1
1. CCOC(=O)c1ccc(S(=O)(=O)Nc2ccc3cn[nH]c3c2)cc1
  -1	2	106	94	0.6	105	4	0	1	-1	-1
2. COc1ccc(CCNC(=O)CCC2COc3ccccc3O2)cc1OC (stereo unspecified)
  0	-3	101	101	0.9	106	7	0	0	2	0
3. NC(=O)c1cnn2c(C(F)(F)F)cc(-c3ccccc3)nc12
  -4	-2	100	100	-0.7	98	11	4	-12	-9	-3
4. C/C(=N/OC(=O)c1ccc(C)cc1)c1cccs1
  1	-5	101	98	0.8	93	5	-2	-1	-1	-1
5. O=c1[nH]n2c(=O)c3c([nH]c2c1N=Nc1cccc(Cl)c1)CCCC3
  0	-4	103	98	-0.2	97	-1	-2	2	13	0
6. CCOC(=O)c1c(C)[nH]c(C(=O)COC(=O)c2ccccc2NC(=O)c2ccco2)c1C
  -2	-3	99	98	-1.9	96	-2	-1	-2	-1	-1
7. CC(=O)c1cccc(CN2CCCC(CCC(=O)NCc3ccc(F)c(F)c3)C2)c1 (stereo unspecified)
  -4	-3	102	102	-0.1	100	0	-1	-6	-3	0
8. Cc1ccccc1C(OCCN(C(C)C)C(C)C)c1ccccc1 (stereo unspecified)
  -15	-7	104	100	0.0	98	-1	-5	-9	-18	-5
9. COCCn1c(CN(C)Cc2ccccc2)nc2c1c(=O)n(C)c(=O)n2C
  -3	0	96	93	0.3	91	1	2	-11	-5	0
10. C/C(=N\NC(=O)c1ccc(CSc2cccc3cccnc23)cc1)C1CCCCC1
  -8	-5	97	95	-3.3	97	-6	-4	-1	0	-4
11. O=C(NC(=S)Nc1nc2ccccc2s1)c1ccco1
  -8	-8	99	98	-1.5	99	-6	-6	-16	-9	-13
12. COc1ccc(C(=O)c2ccc(Cl)cc2Cl)cc1
  -5	-1	102	100	-0.1	98	-1	1	-8	-3	-3
13. CC(=O)Nc1ccc(NC(=O)C(C)N2CCN(S(=O)(=O)c3ccc(C)cc3)CC2)cc1 (stereo unspecified)
  -8	-3	103	98	-0.1	102	0	0	-3	2	-1
14. COc1ccc(CC(=O)NNC(=O)c2cccnc2)cc1OC
  -3	0	103	103	0.7	97	1	-1	-8	-2	0
15. CCOC(=O)CSc1nc(C)c2ccccc2n1
  -12	-6	99	99	0.4	102	4	2	-11	-12	-3
16. COc1cc(Cn2ccnc2)c(OC)cc1Cn1ccnc1
  0	0	118	102	0.4	101	1	0	0	0	2
17. COCCNC(=S)Nc1ccc([N+](=O)[O-])cc1C
  -10	0	99	101	1.6	108	6	0	0	1	-1
18. O=C(c1ccc([N+](=O)[O-])c(CS(=O)(=O)c2ccc(Cl)cc2)c1)N1CCCCC1
  -7	-3	108	107	1.2	109	1	-3	-8	-6	-1
19. CCOC(=O)C1CCN(C(=O)CNC(=O)OC(C)(C)C)CC1
  0	-3	99	95	0.1	95	1	-2	0	0	-2
20. Cc1cccc(N(C(=O)CNC(=O)c2ccco2)C(C(=O)NC2CCCC2)c2cccnc2)c1 (stereo unspecified)
  -3	-2	106	107	1.0	108	2	-2	0	2	-2
21. COc1ccc(-c2ccnc3nc(N4CCN(c5ccccc5)CC4)nn23)cc1
  -7	-9	100	101	0.6	102	8	-1	-14	-9	-1
22. Cc1c(OCC(=O)N(C)C)ccc2c3c(c(=O)oc12)CCCCC3
  3	1	101	102	2.7	?	21	-2	3	1	-1
23. CCOc1ccccc1NC(=O)CN1C(=O)COc2ccc(Cl)cc21
  3	-3	97	96	0.3	96	0	-2	1	3	-1
24. Cc1ccccc1-n1c(C)nnc1SCc1nc2ccccc2s1
  -8	2	100	102	0.9	105	4	1	-14	-8	0
25. O=C(NN=C1CCCCCC1)c1ccc2c(c1)OCO2
  -2	-2	100	99	0.2	103	1	0	-3	-3	1
26. O=C(Cc1ccc(Cl)cc1)Nc1ccc(-c2cc3ccccc3oc2=O)c(Cl)c1
  -4	-6	102	102	-0.1	101	-3	-1	0	-3	-4
27. CCN(C(=O)CSc1ncn[nH]1)C1CCCCC1
  -10	7	98	103	2.6	101	2	-1	-2	-6	0
28. C/C(=N\N1CCN(c2ccc(Cl)cc2)CC1)c1cccs1
  -6	-5	104	101	0.4	101	4	-3	-1	0	-5
29. Cc1cccc2[nH]c(-c3ccc(NC(=O)c4ccco4)cc3)nc12
  0	0	103	103	0.9	101	3	0	0	1	0
30. S=C1NCCOCCOCCOCCNC(=S)NCCOCCOCCOCCN1
  1	-5	117	102	-2.2	104	-4	-1	-2	0	0
31. CCOC(=O)C1(Cc2cccc(Cl)c2)CCCN(C(=O)CCOC)C1 (stereo unspecified)
  10	0	93	89	1.1	91	3	-1	3	8	32
32. COc1ccc(-n2c3c(cc(C#N)c2=O)C(=O)CCC3)cc1
  -4	-1	104	99	-0.2	101	0	-7	-5	-3	0
33. COc1ccc(C)cc1S(=O)(=O)N(C)CC(=O)NC1CCCCC1
  -7	-6	104	100	0.8	102	1	0	-9	-8	-3
34. Clc1ccccc1C(c1nnnn1Cc1ccco1)N1CCN(Cc2ccco2)CC1 (stereo unspecified)
  0	-1	102	102	2.1	102	3	-1	-2	-3	0
35. Cc1ccc(CN2CCN(/N=C/c3cc([N+](=O)[O-])ccc3Cl)CC2)cc1
  -7	-4	100	96	0.5	98	4	1	-9	-10	0
36. O=C(c1ccccn1)N(c1ccccc1)C1(C(=O)NC2CCCCC2)CCCCC1
  -3	-1	104	104	0.6	102	1	-3	-4	-4	-4
37. CCN(CCn1cccn1)C(=O)CC1C(=O)NCCN1Cc1cc(OC)cc(OC)c1 (stereo unspecified)
  -1	0	100	102	1.0	96	1	-1	-2	0	1
38. O=C(CN1CCN(c2ccccc2O)CC1)Nc1ccc2c(c1)CCC2
  -5	-8	107	103	-2.9	103	-5	-4	0	-2	-6
39. CC(=O)c1cnc2cc(-c3ccc(C)cc3)nn2c1C
  2	1	98	98	0.7	100	12	2	1	0	1
40. CCCCN(CC)C(=O)Cn1cnc2ccc(S(=O)(=O)N3CCC(C)CC3)cc2c1=O
  0	0	102	107	0.0	105	-2	1	-4	-1	1

Individual results from above.
In RGS8-Gao reg, `COc1ccc(-c2ccnc3nc(N4CCN(c5ccccc5)CC4)nn23)cc1` shows 100
In Bim-Bfl-1, `CCCCN(CC)C(=O)Cn1cnc2ccc(S(=O)(=O)N3CCC(C)CC3)cc2c1=O` shows -4
In Bim-Mcl-1, `CC(=O)c1cnc2cc(-c3ccc(C)cc3)nn2c1C` shows 1

Remaining list, next part.
The line under a structure holds: Bim-Bcl-B	Bim-Bcl-XL	RGS8-Gao reg	RGS4-Gao reg	ABCB1 block	RGS7-Gao reg	ABCG2 inh	Bim-Bcl-W	Bim-Bfl-1	Bim-Bcl-2	Bim-Mcl-1
41. CCN(Cc1ccccc1)C(=O)c1ccccc1C
  0	2	96	98	-0.2	99	-1	1	1	-1	0
42. OCCC1CN(Cc2cccc3c2OCO3)CCN1C1CCCC1 (stereo unspecified)
  -2	-1	104	104	0.3	105	0	0	-6	-2	0
43. CCC(C(=O)OCC(=O)Nc1ccc(C(=O)Nc2ccc(OC)cc2)cc1)c1ccccc1 (stereo unspecified)
  -2	-4	104	103	-7.2	100	-16	-1	-1	0	-1
44. O=C(CNc1cc(S(=O)(=O)N2CCCC2)ccc1OCC(F)(F)F)Nc1cc(Cl)cc(Cl)c1
  -6	-1	100	101	0.7	?	7	-9	-9	-2	0
45. CN(Cc1ccccc1)c1ccc(N2C(=O)CCC2=O)cc1[N+](=O)[O-]
  -7	-5	95	97	2.0	94	7	-6	-3	-3	-2
46. Cc1ccc(CCC(=O)Nc2ncc(Cc3cccc(Cl)c3Cl)s2)o1
  -11	-13	96	92	-0.2	96	0	-7	-9	-4	-7
47. CCOC(=O)N1CCC(c2nc(C)sc2C(=O)O)CC1
  -6	0	102	106	0.1	103	0	-2	0	-2	-3
48. C[C@H](NC(=O)c1ccco1)C(=O)Nc1cccc([N+](=O)[O-])c1
  0	2	102	99	1.5	99	6	3	0	-2	4
49. COCCN(Cc1cc2cc(C)ccc2nc1Cl)C(=O)Nc1ccccc1C
  -11	-8	99	97	3.3	94	60	0	-18	-8	-3
50. CCCc1cc(C(=O)Nc2ccc(C(C)=O)cc2)no1
  -7	-10	96	97	1.1	95	18	-7	-12	-11	-3
51. CCc1ccccc1S(=O)(=O)Cc1ccc(C(=O)NCc2ccc3c(c2)OCO3)o1
  -10	-3	102	99	0.3	94	0	0	-10	-10	-2
52. Cc1sc(NC(=S)NC(=O)C(C)(C)C)c(C(N)=O)c1C
  -1	2	101	102	0.7	96	2	0	-3	-1	-3
53. Cc1ccc(NC(=O)c2c(Cl)nc3ccccn23)cc1
  0	4	105	103	2.0	?	28	0	-4	1	2

Entries shown so far that contain a furan ring, fused or not:
The line under a structure holds: Bim-Bcl-B	Bim-Bcl-XL	RGS8-Gao reg	RGS4-Gao reg	ABCB1 block	RGS7-Gao reg	ABCG2 inh	Bim-Bcl-W	Bim-Bfl-1	Bim-Bcl-2	Bim-Mcl-1
6. CCOC(=O)c1c(C)[nH]c(C(=O)COC(=O)c2ccccc2NC(=O)c2ccco2)c1C
  -2	-3	99	98	-1.9	96	-2	-1	-2	-1	-1
11. O=C(NC(=S)Nc1nc2ccccc2s1)c1ccco1
  -8	-8	99	98	-1.5	99	-6	-6	-16	-9	-13
20. Cc1cccc(N(C(=O)CNC(=O)c2ccco2)C(C(=O)NC2CCCC2)c2cccnc2)c1 (stereo unspecified)
  -3	-2	106	107	1.0	108	2	-2	0	2	-2
29. Cc1cccc2[nH]c(-c3ccc(NC(=O)c4ccco4)cc3)nc12
  0	0	103	103	0.9	101	3	0	0	1	0
34. Clc1ccccc1C(c1nnnn1Cc1ccco1)N1CCN(Cc2ccco2)CC1 (stereo unspecified)
  0	-1	102	102	2.1	102	3	-1	-2	-3	0
46. Cc1ccc(CCC(=O)Nc2ncc(Cc3cccc(Cl)c3Cl)s2)o1
  -11	-13	96	92	-0.2	96	0	-7	-9	-4	-7
48. C[C@H](NC(=O)c1ccco1)C(=O)Nc1cccc([N+](=O)[O-])c1
  0	2	102	99	1.5	99	6	3	0	-2	4
51. CCc1ccccc1S(=O)(=O)Cc1ccc(C(=O)NCc2ccc3c(c2)OCO3)o1
  -10	-3	102	99	0.3	94	0	0	-10	-10	-2
